Screening results from PubChem BioAssay.
ST2 IL33 inh = inhibitors of human ST2 (IL1RL1) binding to IL-33, primary screen, biochemical, AlphaLISA | Interleukin-1 receptor-like 1 (Homo sapiens), Q01638 | AlphaLISA ST2-Fc/biotin-IL-33 interaction, 1 h | inhibition, % for hits at 17 µM | actives 2.3% (n = 78,000); in the data active = inhibition above about 30%; inconclusive = mostly about 10% to 28%
Target sequence (Q01638 whole entry, looked up): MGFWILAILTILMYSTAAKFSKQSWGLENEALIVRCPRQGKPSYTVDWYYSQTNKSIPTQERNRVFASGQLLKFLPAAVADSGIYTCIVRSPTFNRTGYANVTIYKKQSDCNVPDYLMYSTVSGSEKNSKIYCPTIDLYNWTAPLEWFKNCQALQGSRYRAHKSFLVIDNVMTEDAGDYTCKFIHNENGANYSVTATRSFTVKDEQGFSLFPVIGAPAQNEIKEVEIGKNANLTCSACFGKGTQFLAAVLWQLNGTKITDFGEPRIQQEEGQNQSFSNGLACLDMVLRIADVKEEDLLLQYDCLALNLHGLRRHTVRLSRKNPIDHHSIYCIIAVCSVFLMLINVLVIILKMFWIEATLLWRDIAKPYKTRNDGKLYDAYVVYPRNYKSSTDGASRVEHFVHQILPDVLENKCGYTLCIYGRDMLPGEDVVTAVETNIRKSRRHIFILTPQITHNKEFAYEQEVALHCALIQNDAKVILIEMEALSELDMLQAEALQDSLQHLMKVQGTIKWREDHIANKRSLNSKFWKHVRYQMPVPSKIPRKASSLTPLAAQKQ
Active calls of the source: *; i = inactive; ? = inconclusive.

| smiles | ST2 IL33 inh |
| --- | --- |
| CC(C)=C1[C@H]2CC[C@@H]1C(C(=O)O)[C@@H]2C(=O)NCc1ccc(Cl)cc1 (some centres undefined) | i |
| CCc1ccc(C(=O)c2ccccc2C(=O)O)cc1 | ? |
| Cc1cccc(Cn2c(=O)n(-c3ccccc3)c(=O)c3sccc32)c1 | i |
| COc1ccc(N(C(=O)c2c(F)cccc2F)C2C=CS(=O)(=O)C2)cc1 (centres undefined) | i |
| COc1ccc(C(=O)N(Cc2ccccc2)Cc2ccccc2)cc1OC | i |
| CC(C)CCNC(=O)CCCn1c(=O)[nH]c2ccc(Br)cc2c1=O | i |
| Cc1[nH]c(=O)[nH]c(=O)c1S(=O)(=O)N1CCN(c2ccc(F)cc2)CC1 | i |
| Cc1nonc1CN(C)C(=O)c1cc(COc2ccccc2F)[nH]n1 | i |
| COc1ccc(Nc2nnc(Cc3ccc(Cl)cc3)c(=O)[nH]2)c(OC)c1 | i |
| Cc1cccc(C(=O)NCc2ccncc2)c1 | i |
| COCc1nc(N(C)CCc2c(C)n[nH]c2C)c2cnn(C)c2n1 | i |
| COc1cc(CN2CCCC(C(=O)N3CCCCC3)C2)cc(OC)c1OC (centres undefined) | i |
| CCCc1ccc(C(C)NC(=O)c2c(F)cccc2Cl)cc1 (centres undefined) | i |
| Oc1ccc(-c2csc(Nc3ncccn3)n2)cc1O | 44.0%* |
| O=C1NC(=O)/C(=C\c2ccccc2OCc2ccccc2)S1 | i |

Quoted at random: six entries already listed, in no set order.
| smiles | ST2 IL33 inh |
| --- | --- |
| Cc1[nH]c(=O)[nH]c(=O)c1S(=O)(=O)N1CCN(c2ccc(F)cc2)CC1 | i |
| Cc1nonc1CN(C)C(=O)c1cc(COc2ccccc2F)[nH]n1 | i |
| CCc1ccc(C(=O)c2ccccc2C(=O)O)cc1 | ? |
| COc1ccc(C(=O)N(Cc2ccccc2)Cc2ccccc2)cc1OC | i |
| CC(C)CCNC(=O)CCCn1c(=O)[nH]c2ccc(Br)cc2c1=O | i |
| COc1ccc(N(C(=O)c2c(F)cccc2F)C2C=CS(=O)(=O)C2)cc1 (centres undefined) | i |

(listing goes on)
| smiles | ST2 IL33 inh |
| --- | --- |
| CCOC(=O)c1c(C)oc2ccc(OCc3ccccc3Cl)cc12 | i |
| CN(C)[C@@H]1C[C@@H](CO)N(C(=O)c2ccccn2)C1 | i |
| Cc1ccccc1-n1cc(-c2c(-c3ccccc3)ncn2Cc2ncn[nH]2)cn1 | i |
| O=C(Cn1cnc2c(cnn2-c2ccc(Cl)cc2)c1=O)Nc1ccc(Br)cc1 | i |
| O=C(O)c1c[nH]c2ccc(S(=O)(=O)N3CCN(c4ccc(F)cc4)CC3)cc2c1=O | ? |
| Cc1ccc(-c2cc(N3CCN(S(C)(=O)=O)CC3)ncn2)cc1 | i |
| Cn1c(SCC(=O)N2CCCCC2)nc(O)cc1=O | i |
| CCSc1nc(CC(=O)NCc2n[nH]c3c2CCCCC3)cs1 | ? |
| CCc1ccc(NC(=O)CCCn2nc([N+](=O)[O-])c(Cl)c2C)cc1 | i |
| CC(Oc1cccc(Cl)c1)C(=O)Nc1ccc(S(N)(=O)=O)cc1 (centres undefined) | i |
| O=C(c1ccc([N+](=O)[O-])cc1)N1N=C(C(F)(F)F)CC1(O)c1ccncc1 (centres undefined) | ? |
| COc1ccc(Br)cc1C(=O)Nc1ccc(F)c(Cl)c1 | i |
| CC1=CC(C)(C)N(C(=O)CSc2nc(C)cc(=O)[nH]2)c2ccccc21 | i |
| COc1ccc(C2C3=C(CCCC3=O)N(CC(=O)O)C3=C2C(=O)CCC3)cc1 | i |
| COC(=O)[C@@H]1CCCN1C(=O)Cc1ccc(N2CCC(NC3Cc4ccccc4C3)CC2)cc1 | ? |
| O=C(c1cccc(Cl)c1Cl)N1CCN(c2ccc([N+](=O)[O-])cc2)CC1 | ? |
| CCC(=O)N1CCc2cc(Br)cc(S(=O)(=O)NCCCOC)c21 | i |
| Cc1ccc(NC(=O)C2CCN(C(=O)c3cccc(Cl)c3)CC2)cc1 | ? |
| Cc1cc(Br)ccc1OCC(=O)Nc1ccncc1 | i |
| COC(=O)Nc1ccc(S(=O)(=O)NCC(=O)O)cc1 | i |
| O=C(O)CCCC(=O)Nc1ccc(F)cc1 | i |
| CCOC(=O)C1=NN(C(=O)Cc2ccccc2)C(O)(c2ccc(Cl)cc2)C1 (centres undefined) | ? |
| O=c1cc(-c2ccc(O)c(O)c2)oc2ccc(O)cc12 | i |
| CCSc1nc2c(c(=O)n1-c1ccc(Br)cc1)SCC2 | i |
| Cc1cc(OCCN2CCOCC2)c(C)c2c1CC[C@@H]([C@H](C)C(=O)NCc1cccnc1)C2 | i |
| COc1cccc(N2CCN(c3ncnc4c3cnn4-c3ccc(Cl)cc3)CC2)c1 | i |
| CC(=O)Oc1c(C)cc(CNC(C)Cn2cccn2)cc1C (centres undefined) | i |
| NC1CCC(Nc2nccc(CCC(F)(F)F)n2)CC1 (centres undefined) | ? |
| CC(=O)c1ccc(NC(=O)COc2cc(C)c(Br)c(C)c2)cc1 | i |
| CCOC(=O)c1c(C)oc2ccc(OC(=O)c3ccc(OC)cc3)cc12 | i |
| O=C(CC1COCCN1)NCCSc1ccccn1 (centres undefined) | i |
| CN(C)CCN1C(=O)C(=O)C(=C(O)c2ccccc2)C1c1cccc(F)c1 (centres undefined) | i |
| CCOC(=O)Cn1c(=O)n(-c2ccc(C)c(C)c2)c2nc(-c3ccc(OC)cc3)nc(C(N)=O)c21 | i |
| Cc1ccccc1CN1C(=O)C(O)(CC(=O)c2ccncc2)c2ccccc21 (centres undefined) | i |
| CC(=O)Nc1ccc(NC(=O)c2ccc(-c3ccccc3)cc2)cc1 | i |
| COc1ccc(OC)c(CNC(=O)CN2C(=O)c3cccnc3Sc3ccccc32)c1 | ? |
| O=C(c1cc2cc3ccc(Cl)cc3nc2o1)N1CCCCCC1 | ? |
| Cc1nnc(Sc2cc(C(=O)NCCN(C)Cc3ccccc3)c3ccccc3n2)s1 | ? |
| Cc1ccc(OCCN2CCCC2)c([N+](=O)[O-])c1 | i |
| Cc1cc(C)c(S(=O)(=O)N2CCN(c3ccccc3)CC2)cc1Br | i |
| O=C(O)c1cc(-c2ccoc2)cc(S(=O)(=O)N2CCSCC2)c1 | i |
| Cc1cc(C)n2c(SCc3ccccc3Cl)nnc2n1 | i |
| Cc1nc(Cc2ccc(OC(C)C)cc2)[nH]c(=O)c1CC(=O)O | i |
| Cc1ccc2c(c1)sc(=NC(=O)c1ccc(S(=O)(=O)N3CCCCC3)cc1)n2C | ? |
| CCOc1ccc(N(CC)C(=O)Cc2cn(C)c3ccccc23)cc1 | i |

(list continues)
| Structure | ST2 IL33 inh |
| --- | --- |
| CCc1ccc(NC(=O)Cn2c(=O)n(CC3CCC(C(=O)NC)CC3)c(=O)c3sccc32)cc1 (centres undefined) | i |
| CCCn1cc(C(=O)N2CCCC3(CN(C)C(=O)O3)C2)c(C)n1 (centres undefined) | ? |
| Nc1nc(-c2ccc(-c3ccccc3)cc2)cs1 | i |
| CS(=O)(=O)NCC(=O)NCc1cnn2ccccc12 | i |
| COc1cccc(NC(=O)CN2CCCN(Cc3cccc(F)c3)S2(=O)=O)c1 | i |
| O=C(CSc1nc2c(c(=O)n1-c1ccc(F)cc1)SCC2)N1CCCc2ccccc21 | ? |
| CCOc1ccccc1C1C(C(=O)OC2CCCCC2)=C(C)Nc2ncnn21 (centres undefined) | i |
| COCCN1CCCC(O)(CN2CCSCC2)C1=O (centres undefined) | i |
| CS(=O)(=O)N(CC(=O)Nc1ccc(F)cc1)c1ccc(F)cc1 | i |
| COc1ccc(S(=O)(=O)NC[C@@H]2C=C(C)[C@H](CC(=O)NCc3ccc(C#N)cc3)C[C@H]2C(C)C)cc1 | i |
| Cc1nccn1-c1nc(-c2ccc(F)cc2)cc(C(F)(F)F)n1 | i |
| CCc1cccc(NS(=O)(=O)c2ccc3c(c2)C(=O)NC3)c1 | ? |
| Fc1ccc2oc([C@H]3CCN(CC4CCCCC4)C3)nc2c1 | i |
| O=[N+]([O-])c1ccc(O)c(C2=NNC(c3ccncc3)C2)c1 (centres undefined) | i |
| COc1ccc(C(C)N(C)C(=O)/C=C/c2cnn(C)c2)cc1 (centres undefined) | i |
| CC(C)C[C@H]1CN(C(=O)c2ccc(-c3nnn(C)n3)cc2)CC[C@@]1(C)O | i |
| Cc1cccc(C)c1NC(=O)C1CCCN1S(=O)(=O)c1cccc2nsnc12 (centres undefined) | i |
| CC(=O)Nc1ccc(S(=O)(=O)Nc2ccc(C(F)(F)F)cc2[N+](=O)[O-])cc1 | i |
| CCN(c1ccccc1)S(=O)(=O)c1ccc([N+](=O)[O-])cc1 | ? |
| Cc1cnc(-n2cnnc2)c(-c2ccc(C(C)N3CCOCC3)cc2)c1 (centres undefined) | i |
| CC1=CC(=O)C=CC1=NC(=NS(=O)(=O)c1ccc(C)cc1)c1ccccc1 | ? |
| O=C(C1CCN(S(=O)(=O)c2ccc(F)cc2)CC1)N1CCN(c2ccccc2)CC1 | i |
| CCC1=Nc2cc(C(=O)O)ccc2Sc2ccc(Cl)cc21 | i |
| CCc1ccccc1NC(=O)CCNC1CCSC1 (centres undefined) | i |
| O=C1NC(c2cccc(Br)c2)Nc2ccccc21 (centres undefined) | i |
| c1ccc(N2CCN(c3nnc(Cc4cccnc4)c4ccccc34)CC2)nc1 | i |
| O=C(c1cncnc1)N1C[C@@H]2C[C@H](C1)c1ccc(-c3ccc(OC(F)(F)F)cc3)c(=O)n1C2 | i |
| O=C(Cc1ccc(Cl)cc1)Nc1cccc(-c2nnc(-c3ccco3)o2)c1 | i |
| Cc1ccccc1/C=C1\Sc2ccccc2N(CC(=O)NCC2CCCO2)C1=O (centres undefined) | ? |
| Oc1c(C(Nc2nccs2)c2ccccc2)ccc2cccnc12 (centres undefined) | ? |
| COC(=O)c1ccc(Nc2nnc(C(C)(C)C)c(=O)[nH]2)cc1 | i |
| CC(=O)NC(=O)c1cc2cc(Cl)cc(Cl)c2oc1=Nc1cccc(F)c1 | i |
| O=C(NCCc1nc2cccnc2n1-c1ccccc1)Nc1ccccc1 | ? |
| CC(c1ccc(-c2ccc3cc[nH]c(=O)c3c2)cc1)N1CCOCC1 (centres undefined) | ? |
| CCC(=O)N1c2ccc(S(=O)(=O)NCc3ccccn3)cc2CC1C (centres undefined) | i |
| Clc1ncnc2c1oc1ccc(Br)cc12 | i |
| CC1(C)CC(=O)C=C(C(=O)N2CC[C@@H](c3ccc(F)cc3)[C@H](O)C2)O1 | ? |
| COc1cccc(OC)c1C(=O)ON1C(=O)c2ccccc2C1=O | i |
| CC(=O)OC1c2cc(C)ccc2NC(c2ccc(Cl)cc2)C1(C)C (centres undefined) | ? |
| Nc1cc2c(cc1C(=O)c1ccc(Br)cc1)OCCO2 | ? |
| COc1cc(NC(=O)CCC2CCCCC2)c(OC)cc1Cl | i |
| CCN(Cc1ccccc1)S(=O)(=O)c1nc(C)c(Cl)c(C)c1C#N | i |
| O=C(O)Cc1c[nH]c2ccccc12 | i |
| CCOC(=O)C1=NN(c2ccc(Br)cc2)C2C(=O)N(c3ccccc3OC)C(=O)C12 (centres undefined) | i |
| CCN(CC)C(=O)C1CCCN(C(=O)CC2(c3ccccc3Cl)CC(=O)N(CCOC)C2=O)C1 (centres undefined) | i |
| O=C(c1ccccc1)N(c1ccc(Br)cc1)C1C=CS(=O)(=O)C1 (centres undefined) | i |
| Cc1nc(C2CCCNC2)cc(N(C)Cc2noc3c2CCCC3)n1 (centres undefined) | ? |
| COc1ccccc1-c1ccnc(N[C@H]2CO[C@H]3[C@@H]2OC[C@@H]3NC(=O)N2CCOCC2)n1 | i |
| O=C(c1c[nH]c(=O)cn1)N1CCc2nnc(CCc3ccccc3)n2CC1 | ? |
| O=C(CSc1ccc(Cl)cc1)N1CCN(c2ccc(F)cc2)CC1 | i |
| O=C(CCCn1c(=O)[nH]c2ccsc2c1=O)NC1CCN(Cc2ccccc2)CC1 | i |
| Cc1ccc(N2CCCS2(=O)=O)cc1NC(=O)c1c(F)cccc1Cl | i |
| Cc1cc(C)n2cc(CSc3nncn3-c3ccccc3)nc2n1 | i |
| O=C1CC(c2ccccc2)CC2=C1C(c1ccc(Cl)cc1)C1=C(N2)c2ccccc2C1=O (centres undefined) | ? |
| COc1ccc(-n2c(=O)[nH]cc(C(=O)Nc3ccc(F)c(F)c3)c2=O)cc1 | i |
| CCc1cc2c(=O)c(-c3ccc4c(c3)OCO4)c(C)oc2cc1OC(C)=O | i |
| O=C(c1cc2ccc(Cl)cc2oc1=O)c1cc2ccc(Cl)cc2oc1=O | i |
| CCn1c(COc2ccc(Cl)cc2Cl)nc2ccccc21 | i |
| COc1cc(NC(=O)NC[C@H]2O[C@@H](CO)[C@@H](O)[C@H]2N2CCOCC2)cc(OC)c1 | ? |
| Cc1c(NS(=O)(=O)c2ccc3c(c2)CCC(=O)N3)c(=O)n(-c2ccccc2)n1C | i |

(next part)
| Structure | ST2 IL33 inh |
| --- | --- |
| Cc1cc(C(C)(C)C)ccc1OCCCCn1ccnc1 | ? |
| CCCn1c(C(C)NC(=O)C(C)(C)C)nc2ccccc21 (centres undefined) | i |
| CCc1ccccc1NC(=O)c1ccccc1[N+](=O)[O-] | i |
| O=C(O)C[C@@H]1CCN(C(=O)c2ccc(F)cc2)C[C@@H]1CCN1CCN(c2cccc(C(F)(F)F)c2)CC1 | i |
| CC(O)CNc1nc2c(c(=O)n(C)c(=O)n2C)n1Cc1cccc(F)c1 (centres undefined) | ? |
| COCCCNS(=O)(=O)c1ccc2c(c1)CCN2C(=O)C1CC1 | i |
| O=C(c1ccc2n[nH]nc2c1)N1CCCC2(C1)C(=O)Nc1ccccc12 (centres undefined) | i |
| O=C(Nc1cc([N+](=O)[O-])ccc1F)c1cnc2n(c1=O)CCS2 | ? |
| Cc1cccc(CC2SC(=Nc3ccccc3)NC2=O)c1 (centres undefined) | ? |
| CCC(C)N=Cc1c(NCCO)nc2c(C)cccn2c1=O (centres undefined) | i |

Three of the compounds above, with each value named.
Structure: O=C(Nc1cc([N+](=O)[O-])ccc1F)c1cnc2n(c1=O)CCS2
  ST2 IL33 inh: ?
Structure: O=C(c1ccc2n[nH]nc2c1)N1CCCC2(C1)C(=O)Nc1ccccc12 (centres undefined)
  ST2 IL33 inh: i
Structure: CCCn1c(C(C)NC(=O)C(C)(C)C)nc2ccccc21 (centres undefined)
  ST2 IL33 inh: i

An excerpt; count on the stated rates, not on these rows.
